NOD2-RIPK2 inh: inhibitors of human NOD2-RIPK2 interaction. AID 624267. actives 0.38% (n = 360,000). O43353. CHO BLA complementation NOD2-RIPK2, CCF4 ratio. inhibition, % at 4.98 µM; in the data active means inhibition above about 21%;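 further: 0% = vehicle only and 100% = reference blocker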
Target sequence (O43353 whole entry, looked up): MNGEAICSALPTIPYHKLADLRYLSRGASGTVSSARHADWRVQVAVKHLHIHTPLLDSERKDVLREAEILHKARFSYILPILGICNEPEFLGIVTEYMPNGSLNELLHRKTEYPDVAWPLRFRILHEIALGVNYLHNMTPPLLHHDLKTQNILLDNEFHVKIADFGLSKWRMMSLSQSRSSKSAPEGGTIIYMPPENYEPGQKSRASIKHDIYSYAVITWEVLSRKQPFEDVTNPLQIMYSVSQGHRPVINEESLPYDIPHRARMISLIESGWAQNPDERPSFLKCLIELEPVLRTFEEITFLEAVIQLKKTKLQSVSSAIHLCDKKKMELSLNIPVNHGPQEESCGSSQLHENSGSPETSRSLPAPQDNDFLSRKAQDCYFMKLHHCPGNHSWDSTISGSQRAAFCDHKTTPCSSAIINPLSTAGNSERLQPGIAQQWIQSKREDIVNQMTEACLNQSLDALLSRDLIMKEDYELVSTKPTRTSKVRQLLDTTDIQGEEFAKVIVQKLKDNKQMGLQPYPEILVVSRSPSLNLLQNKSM
NR2F2 inh: inhibitors of human COUP-TFII (NR2F2) | P24468 | inhibition, % at 8.6 µM | HEK293T NGFI-A luciferase reporter, luminescence | actives 0.7% (n = 370,000) | AID 686940;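 active means inhibition above a per-plate cutoff, mean inhibition of test wells between control levels plus 3 SD, cut at about 38% in these data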;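 further: cells cotransfected with COUP-TFII expression vector driving the NGFI-A reporter; 0% = median of COUP-TF2 test wells and 100% = reporter-only cells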
TWEAK-Fn14 inh: blocks TWEAK-Fn14 interaction in a reporter cell assay; AID 1159606; TWEAK-stimulated Fn14 reporter cells, luciferase luminescence, 8 h; inhibition, % at 10 µM; actives 2% (n = 360,000); in the data active means inhibition above about 50%
SRC1 inh: inhibits human SRC1 coactivator; Q15788; inhibition, % at 3.6 µM; actives 0.12% (n = 360,000); HEK293 GAL4-SRC1 luciferase reporter, luminescence;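 active means inhibition above the campaign mean plus 3 SD, with each screening campaign given its own cutoff, cut at about 60% in these data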;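 further: 0% = DMSO treated cells and 100% = gossypol at 36 µM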
NCOA3 inh: inhibits human SRC3 coactivator; inhibition, % at 3.6 µM; Q9Y6Q9; AID 588352; actives 0.17% (n = 360,000); HEK293 GAL4-SRC3 luciferase reporter, luminescence;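 active means inhibition above a per-campaign cutoff, the mean of all compounds plus 3 SD, cut at about 60% in these data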;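 further: 0% = DMSO-treated cells and 100% = gossypol-treated cells at 36 µM; higher means less SRC3-driven luciferase light from the GAL4 reporter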
LRH-1 inv ag: NR5A2 inverse agonism in reporter assay; O00482; HEK293T StAR-luciferase reporter, LRH-1 transfected, 24 h; inhibition, % at 3.6 µM; actives 0.13% (n = 360,000); AID 602396;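 active means inhibition above the mean inhibition of all tested compounds plus 3 SD, cut at about 73% in these data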;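 further: 0% = DMSO wells and 100% = reporter-only cells lacking LRH-1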
Target sequence (O00482 whole entry, looked up): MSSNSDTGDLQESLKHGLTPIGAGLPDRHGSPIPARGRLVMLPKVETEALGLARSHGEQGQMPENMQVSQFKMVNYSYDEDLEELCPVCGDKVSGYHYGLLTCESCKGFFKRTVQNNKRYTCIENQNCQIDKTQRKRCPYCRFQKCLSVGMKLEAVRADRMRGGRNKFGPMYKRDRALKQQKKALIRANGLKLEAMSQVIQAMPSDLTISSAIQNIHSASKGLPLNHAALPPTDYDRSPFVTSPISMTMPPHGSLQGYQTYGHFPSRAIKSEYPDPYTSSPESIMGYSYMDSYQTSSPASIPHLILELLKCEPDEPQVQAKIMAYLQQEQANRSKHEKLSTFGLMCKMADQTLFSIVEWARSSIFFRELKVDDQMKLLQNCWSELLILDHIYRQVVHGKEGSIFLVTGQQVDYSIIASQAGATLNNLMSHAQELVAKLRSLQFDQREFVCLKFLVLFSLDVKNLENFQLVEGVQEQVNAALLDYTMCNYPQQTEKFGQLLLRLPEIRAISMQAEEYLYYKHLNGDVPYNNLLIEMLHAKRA
ABHD5-PLIN5 inh: ABHD5-PLIN5 protein interaction inhibition. Q00G26+Q8WTS1. Split G. princeps luciferase complementation, luminescence, 4 h. inhibition, % at 4 µM. actives 0.78% (n = 360,000). AID 602281;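 active means inhibition above the mean inhibition across every tested compound plus 3 SD, cut at about 22% in these data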;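 further: 0% = DMSO only wells and the 100% control is not disclosed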
NCOA2 inhibitor: human SRC2 (NCOA2) inhibition | Q15596 | HEK293 GAL4-SRC2 luciferase reporter, luminescence | inhibition, % at 9 µM | actives 0.17% (n = 370,000) | AID 651957;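 active means inhibition above the mean inhibition of all tested compounds plus 3 SD, set per campaign, cut at about 52% in these data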;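 further: 0% = DMSO treated cells and 100% = cells given Gossypol at 36 µM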
TLR9-MyD88 block: TLR9-MyD88 interaction inhibition. Q9NR96+Q99836. CHO BLA complementation TLR9-MyD88, CCF4 FRET ratio. inhibition, % at 4.98 µM. actives 0.21% (n = 340,000). AID 504734;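 active means inhibition above the mean over all tested compounds plus 3 SD, cut at about 21% in these data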;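 further: 0% = DMSO only wells and 100% = clavulanate BLA inhibitor control wells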
TROY signal inh: blocks TROY-dependent signaling in reporter cells; Q293 LMP1-TROYcd NF-kB luciferase reporter, 4 h; inhibition, % at 10 µM; actives 0.98% (n = 360,000); AID 1347056;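 active means compounds whose plate-normalised and pattern-corrected inhibition of the luciferase reporter signal at the single screening dose is 50% or more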
Granule exo inh: blocks lytic granule exocytosis; AID 651702; TALL-104 LAMP-1 surface exposure, flow cytometry; cells stimulated with thapsigargin and PMA; inhibition, % at 10 µM; actives 0.66% (n = 360,000);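 active means inhibition above about 55%, limit read from the data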
* = called active by the depositor; nt = no result given.

smiles	NOD2-RIPK2 inh	NR2F2 inh	TWEAK-Fn14 inh	SRC1 inh	NCOA3 inh	LRH-1 inv ag	ABHD5-PLIN5 inh	NCOA2 inhibitor	TLR9-MyD88 block	TROY signal inh	Granule exo inh
CC(=O)c1ccc(NC(=O)NC2CCCc3ccccc32)cc1 (stereo unspecified)	-5	-2	-10	-9	-32	-13	-2	-19	-3	-22	-5
O=C(c1cccc(F)c1)N1CCC(N2CCOCC2)CC1	-19	18	3	-6	6	-1	9	1	2	-15	-2
O=C(O)CN(c1ccccn1)S(=O)(=O)c1ccc(Cl)cc1	-9	3	4	4	-10	-3	-7	-5	-7	4	-2
COc1ccc(-c2cnnn2-c2ccc(NC(=O)c3ccc(S(=O)(=O)N4CCCCC4)cc3)cc2)cc1	-7	23	2	5	20	-22	-1	3	-10	-9	1
Cc1ncc(CO)c(/C=N/N=C/c2ccccc2O)c1O	-2	10	5	-68	-60	8	0	-22	-7	19	1
O=C(O)CSc1nnc(-c2cccnc2)n1Cc1ccccc1	6	0	8	1	16	4	7	3	6	-1	11
CCCc1cc(=O)[nH]c(SCC(=O)Nc2ccc([N+](=O)[O-])cc2C#N)n1	1	3	35	2	-3	30	1	9	-1	15	0
O=C(CN1CCC(C(=O)c2ccc3c(c2)OCCO3)CC1)NCc1ccc(F)cc1	2	13	-4	15	-8	4	0	13	-2	12	15
Cc1cc(N)n(-c2ccc(S(=O)(=O)N3CCOCC3)cc2[N+](=O)[O-])n1	-1	16	-15	-2	4	-7	-5	-22	-3	5	0
CN(C)c1cc(C(F)(F)F)nc(-c2ccccn2)n1	-4	1	-31	4	7	8	-4	7	-4	11	-2
NC(=O)Nc1ccc(C(=O)OCC(=O)NCc2ccc3c(c2)OCO3)cc1	1	8	-4	-8	5	-2	7	-7	1	12	-1
O=C(COC(=O)C1CCCCC1C(=O)N1CCc2ccccc21)NCc1ccco1 (stereo unspecified)	-4	11	10	0	-13	-9	3	-6	7	10	0
OC(COc1ccccc1)CN1CCCCC1 (stereo unspecified)	-12	-17	0	-3	-2	14	2	-12	-7	-9	1
O=C(COc1ncnc2ccccc12)Nc1cc([N+](=O)[O-])ccc1F	-9	8	3	-2	14	-5	-2	3	-4	4	-1
COc1cccc(-c2sc3ccc(OC)cc3c2C#CC2(O)CCCCC2)c1	-13	16	-11	6	-1	11	-5	-3	-58	-13	1
COc1ccc(/C=C/C(=O)c2cc3cccc(OC)c3oc2=O)cc1	-1	10	-37	-11	11	0	37*	-12	5	-48	-1
CC(=O)Cc1nsc(NC(=O)c2cccs2)n1	4	-9	-7	-7	-20	-29	-1	-12	-9	-26	-2
O=C(COc1ccc2ccccc2c1)Nc1ccccc1C(=O)O	-7	6	-74	-25	-17	-25	-8	-45	-2	0	-2
O=C(N/N=C/c1ccc2c(c1)OCO2)C1CC1	-9	-30	-11	-33	-37	-38	-8	-26	1	-3	0
CC(C)CCNC(=O)CCc1nnc(COc2ccccc2)o1	-6	-6	-18	-28	-10	-5	-1	-13	0	-6	-10
CN(C)S(=O)(=O)c1ccc(NC(=O)CSc2nc3ccccc3n2-c2ccccc2)cc1	6	9	47	8	25	19	-2	11	-10	2	-2
O=C(O)CC(NC(=O)C(c1ccccc1)c1ccccc1)c1ccc(F)cc1 (stereo unspecified)	2	8	8	-3	2	4	-3	-1	-4	9	-2
Cc1ccc(NC(=O)CSc2sc3c(O)cc(=O)[nH]c3c2C#N)c(F)c1	-9	-5	25	-6	4	43	2	-13	5	4	5
CC1(C)CC(=O)C2=C(C1)OC1OC(=O)CC21C (stereo unspecified)	6	-10	6	-22	9	12	-4	17	0	-10	2
Cc1cc(=O)[nH]c(SCC(=O)NC(c2ccccc2)c2ccccc2)n1	-5	5	9	-95	9	8	2	4	-4	4	0
Cc1nn(CC(=O)N2CCOCC2)c(=O)c2ccccc12	-6	-10	4	9	12	1	-7	-44	20	-7	4
O=c1[nH]c2ccccc2nc1/C=C/c1ccccc1	0	-52	-17	-49	-53	-67	-3	-37	-12	-11	3
CCCCCCN1CCN(C2CN(Cc3ccc([N+](=O)[O-])cc3)S(=O)(=O)C2)CC1 (stereo unspecified)	0	9	-6	5	-12	-5	5	4	-9	12	-1
COc1cccc(-c2nnc(SCC(=O)Nc3cc(C)on3)n2C)c1	-8	-9	-11	-6	8	-14	0	3	-3	-13	-2
Cc1cccc(C2c3[nH]c4ccccc4c3CCN2C(=O)CN2CCOC2=O)n1 (stereo unspecified)	0	14	5	-15	9	23	2	-9	-5	4	-1
O=S(=O)(Nc1ccc(Oc2ncccn2)c(Cl)c1)c1ccc(F)cc1	-4	7	4	-21	6	-10	3	5	4	-19	-2
O=C(Cc1ccccc1)NNC(=O)Nc1cccc(Cl)c1	-11	11	1	24	34	9	-4	19	4	2	0
COc1cc(-c2nc(C)c(C(C)=O)n2O)ccc1OCC(=O)Nc1ccc(F)cc1	-4	9	16	-21	7	9	5	-15	-2	12	-2
COc1ccccc1N1CCN(C(=O)C2CCCCN2S(=O)(=O)c2ccc(C)cc2)CC1 (stereo unspecified)	-15	13	0	-12	4	-11	0	10	-4	2	-6
CCc1sc(NC(=O)CN2CCC(C(N)=O)CC2)nc1-c1ccccc1	-14	-11	4	-3	1	-7	-4	6	0	32	0
CCn1c(Cc2ccccc2)nnc1SCC(=O)Nc1ccc2c(c1)OCO2	-10	-6	2	4	13	36	4	0	1	-8	0
COc1ccc(-c2cc(C3CCN(C(=O)OC(C)(C)C)CC3)[nH]n2)cc1	6	21	-10	4	-1	-14	-3	14	4	8	2
C[C@@H]1CN([C@@H](C)CO)C(=O)CCCn2cc(nn2)CO[C@H]1CN(C)C(=O)CCCN(C)C	9	2	-7	0	6	11	-1	-9	-1	-4	-5
NS(=O)(=O)c1ccc(NC(=O)/C=C/c2ccco2)cc1	-2	-16	9	-17	8	3	13	-32	0	-27	0
CCOC(=O)C1CCCN(C(=O)CN2C(=O)COc3ccc(C(C)(C)C)cc32)C1 (stereo unspecified)	-4	11	-8	11	5	-1	-5	-17	0	-14	1
O=C(NC1CCS(=O)(=O)C1)c1cccs1 (stereo unspecified)	-1	25	28	-8	-15	-7	-1	17	-12	22	-5
O=C(COC(=O)COc1ccc2c(c1)CCC2)Nc1ccccc1	-3	-24	-14	-22	-3	-9	-5	-11	-14	-17	-1
Cc1nc2ccccc2c(=O)n1NC(=O)c1ccccc1Cl	-5	-17	24	-7	1	-12	3	-21	-9	24	-2
CN(CC1CCCO1)S(=O)(=O)c1ccc(C(=O)Nc2ccc(F)cc2)cc1 (stereo unspecified)	1	17	-10	-5	10	-2	-1	-2	1	19	0
O=C(CSc1ccc2nnc(-c3cccnc3)n2n1)Nc1cccc(F)c1	7	16	-11	-32	19	7	-1	16	-9	7	-4
Cc1cc(C)n(-c2ccc(C(C)C)cc2)c(=O)c1C#N	6	-8	-19	-4	15	6	0	-23	1	7	-1
COc1ccc2c(c1)c1nc(SCC(C)C)n(CCO)c(=O)c1n2C	-1	4	-12	2	-25	1	-1	-6	1	8	-4
COc1ccc(C2=NOC(Cn3nc(-c4ccccc4)cc3C(=O)O)C2)cc1 (stereo unspecified)	-8	1	-10	-2	5	20	1	-1	-3	-9	4
CCn1c(=N)c(C(=O)NCCCOC)cc2c(=O)n3cccc(C)c3nc21	-4	-5	-58	-17	-48	6	3	-73	-6	-18	1
COc1ccccc1NC(=O)C/C(N)=N/O	4	7	-8	5	8	4	0	20	-9	-17	1

New compounds follow.
smiles	NOD2-RIPK2 inh	NR2F2 inh	TWEAK-Fn14 inh	SRC1 inh	NCOA3 inh	LRH-1 inv ag	ABHD5-PLIN5 inh	NCOA2 inhibitor	TLR9-MyD88 block	TROY signal inh	Granule exo inh
O=[N+]([O-])c1ccc2ncnc(Nc3ccc4c(c3)OCCO4)c2c1	-9	16	33	38	49	-4	-2	41	-3	29	0
CNC(=O)Cn1c(C)cc(=O)c2cccc(C)c21	-9	-5	3	11	-5	-11	4	10	nt	-5	1
CCN1CCN(CCNC(=O)c2ccc(CS(=O)c3ccc(Br)cc3)o2)CC1 (stereo unspecified)	-11	-11	1	5	18	5	0	10	8	7	0
CCc1ccc(N(CC(=O)NCCc2ccccc2)C(=O)CCC(=O)Nc2ccccn2)cc1	-3	8	-1	15	0	9	-3	-58	2	9	32
O=S(=O)(CCNCCc1ccccc1)NCc1ccccc1	-8	-15	-4	-3	-11	-5	-1	-37	0	-22	8
COc1ccc(Cc2n[nH]c(=S)n2-c2cc(C)ccc2C)cc1OC	-6	12	-2	-7	6	-2	3	-10	nt	0	2
Cc1cccc(N(C(=O)c2snc(C(N)=O)c2N)C(C)C(=O)NCC2CCCO2)c1 (stereo unspecified)	0	-2	10	8	14	-5	-9	5	-5	4	-2
CCOc1ccc(-n2ccnc(SCC(=O)NCc3cccc(OC)c3)c2=O)cc1	-3	-6	2	-93	-64	-10	-20	-1	17	14	-9
O=C(CN1CCN(Cc2ccccc2)CC1)N/N=C/c1cccs1	14	-2	-4	1	12	0	2	2	0	-15	-2
CC(=O)c1c(C)[nH]c(C(=O)OCc2ccc(F)cc2Cl)c1C	-6	-26	30	12	15	13	-1	4	2	12	0
COc1cc(-c2nnc(Cn3cc(C(F)(F)F)ccc3=O)o2)cc(OC)c1OC	-13	0	-25	-1	6	15	4	-12	5	-6	1
O=C(CSCc1nc2ccccc2[nH]1)Nc1ccc2ccccc2c1	0	1	9	-6	-18	25	-3	-5	7	-6	-3
COc1ccc(N2CCN(C(=O)COC(=O)c3cccc(S(=O)(=O)Nc4cccc(C)c4)c3)CC2)cc1	6	22	35	10	-1	-15	0	10	9	27	5
CCOc1cc(NC(=S)Nc2cccc(OC)c2)c(OCC)cc1NC(=O)C1CC1	3	2	-16	-7	-5	11	-10	10	-5	-5	-2
O=C(NCC1CCCO1)c1cc(-c2ccncc2)nc2ccccc12 (stereo unspecified)	-4	-3	-3	-10	6	7	-3	-8	6	10	-2
Cc1cccn2c(=O)c3cc(C(=O)NCC(C)C)sc3nc12	-3	-7	2	-15	-12	-5	-4	-40	-7	-17	0
Cc1cc(C)c(S(=O)(=O)Nc2ccc(C(=O)O)cc2)cc1S(=O)(=O)Nc1ccc(C(=O)O)cc1	-6	-3	-21	-7	22	-1	0	-4	0	-4	-7

Another view of some results above:
> COc1cc(-c2nnc(Cn3cc(C(F)(F)F)ccc3=O)o2)cc(OC)c1OC
  NOD2-RIPK2 inh: -13 | NR2F2 inh: 0 | TWEAK-Fn14 inh: -25 | SRC1 inh: -1 | NCOA3 inh: 6 | LRH-1 inv ag: 15 | ABHD5-PLIN5 inh: 4 | NCOA2 inhibitor: -12 | TLR9-MyD88 block: 5 | TROY signal inh: -6 | Granule exo inh: 1

> Cc1cccc(N(C(=O)c2snc(C(N)=O)c2N)C(C)C(=O)NCC2CCCO2)c1 (stereo unspecified)
  NOD2-RIPK2 inh: 0 | NR2F2 inh: -2 | TWEAK-Fn14 inh: 10 | SRC1 inh: 8 | NCOA3 inh: 14 | LRH-1 inv ag: -5 | ABHD5-PLIN5 inh: -9 | NCOA2 inhibitor: 5 | TLR9-MyD88 block: -5 | TROY signal inh: 4 | Granule exo inh: -2

Bioassay records deposited in PubChem BioAssay by several laboratories.

Some of the compounds tested; rates above refer to the full screens.
